High-throughput results from PubChem.
AMA1 RON2 block: qHTS for Inhibitors of AMA1-RON; Towards Development of Antimalarial Drug Lead: Primary Screen; Plasmodium falciparum AMA1 (3D7) - RON2 peptide interaction; AlphaScreen AMA1-biotinylated RON2 peptide binding; Potency, µM (highest dose often 58.2 µM), without a hit: at the highest dose activity change, negative = inhibition, most hits filed as inhibitors; 360,000 compounds, 0.2% hits;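 also: potency is read from the fitted curve at half-maximal effect; 0% = vehicle wells and -100% = peptide control; nearly all actives have a fitted effect of over 45% in size; some results filed as inactive show a strong effect at the top dose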
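AMA1 (3D7) with his tag at 25 nM final met compounds first, then biotinylated RON2 peptide at 25 nM; detection used donor plus acceptor beads, 10 µg/mL apiece, read by AlphaScreen after 30 min at room temperature.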
AmpC detergent: qHTS Inhibitors of AmpC Beta-Lactamase (assay with detergent). P00811. AmpC hydrolysis of nitrocefin, absorbance 480 nm, 0.01% Triton. Potency, µM (doses to about 114 µM), inactives show at the top dose activity change, negative = inhibition, usual class: inhibitors. 370,000 compounds, 0.041% hits. AID 485294, 2010;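 also: potency is read from the fitted curve at half-maximal effect; 0% = no-compound wells and -100% = no-enzyme wells; nearly all actives have a fitted effect of over 25% in size; some results filed as inactive show a strong effect at the top dose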
Target sequence (P00811 whole entry, looked up): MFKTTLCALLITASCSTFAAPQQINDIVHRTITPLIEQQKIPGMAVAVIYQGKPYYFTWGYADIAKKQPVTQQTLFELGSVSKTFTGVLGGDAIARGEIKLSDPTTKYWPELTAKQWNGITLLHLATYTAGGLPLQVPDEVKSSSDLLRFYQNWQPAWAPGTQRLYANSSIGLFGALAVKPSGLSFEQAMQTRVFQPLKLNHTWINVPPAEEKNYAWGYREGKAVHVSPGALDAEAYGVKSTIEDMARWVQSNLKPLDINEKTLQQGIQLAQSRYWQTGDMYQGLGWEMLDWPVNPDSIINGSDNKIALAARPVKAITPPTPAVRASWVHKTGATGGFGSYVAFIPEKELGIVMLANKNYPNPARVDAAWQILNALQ
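20 mM phosphate pH 7.0 + 0.01% (detergent screen) or 0.0001% Triton X-100; 5.3 nM AmpC reagent; cpd preinc 15 min RT; nitrocefin (800 uM stock) to start; A480 q20 s × 4 min; Activity was normalised to no-enzyme and no-compound control wells.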
HCMV inh: qHTS Assay for inhibitors of the human cytomegalovirus (HCMV); HFF cells, HCMV-luciferase reporter, 72 h; hits give low values; activity change, negative = inhibition, % at 57.5 µM; 410,000 compounds, 4.5% hits; AID 1259415, 2018; in the data active = activity change below about -60%; inconclusive = no clear call, values can overlap the other calls; inactive = above about -39%
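HFF cells seeded 16 h at 37C, treated with compounds, infected with luciferase-reporter HCMV at MOI 1 PFU/cell; luciferase read at 72 h post infection, normalized to buffer-only and Salinomycin controls.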
LmPK inhibitor: qHTS Assay for Inhibitors of Leishmania Mexicana Pyruvate Kinase (LmPK); Q27686; purified LmPK, Kinase-Glo ATP luminescence, 1 h; Potency, µM (series often up to 57.5 µM), inactives show top-dose activity change, negative = inhibition, actives largely listed as inhibitors; 290,000 compounds, 0.37% hits; also: potency is read from the fitted curve at half-maximal effect
Target sequence (Q27686 whole entry, looked up): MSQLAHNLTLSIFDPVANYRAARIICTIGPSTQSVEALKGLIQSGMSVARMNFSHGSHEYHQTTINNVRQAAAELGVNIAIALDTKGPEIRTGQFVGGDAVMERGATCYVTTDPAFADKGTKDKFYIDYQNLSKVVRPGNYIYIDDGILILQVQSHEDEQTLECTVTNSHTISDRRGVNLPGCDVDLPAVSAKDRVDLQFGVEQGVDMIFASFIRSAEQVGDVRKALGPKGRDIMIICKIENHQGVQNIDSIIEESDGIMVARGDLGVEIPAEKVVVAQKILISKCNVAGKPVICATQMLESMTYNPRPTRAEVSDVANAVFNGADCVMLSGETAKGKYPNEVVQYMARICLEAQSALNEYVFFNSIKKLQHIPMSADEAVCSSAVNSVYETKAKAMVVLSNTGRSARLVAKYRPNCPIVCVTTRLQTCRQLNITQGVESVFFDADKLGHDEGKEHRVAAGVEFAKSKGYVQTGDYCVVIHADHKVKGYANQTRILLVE
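In 50 mM imidazole pH 7.2 with 7 mM MgCl2, LmPK (0.1 nM) turned over PEP (0.5 mM) and ADP (0.1 mM) for 1 h at room temperature. Luciferase read-out of ATP.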
AmpC inh no detg: qHTS Inhibitors of AmpC Beta-Lactamase (assay without detergent); AmpC nitrocefin hydrolysis, absorbance 480 nm, 0.0001% Triton; Potency, µM (top dose mostly 57.1 µM), for the others: at the top dose activity change, negative = inhibition, usual class: inhibitors; 330,000 compounds, 0.52% hits;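 also: potency is read from the fitted curve at half-maximal effect; plate controls were no compound for no effect and no enzyme for full effect; nearly all actives have a fitted effect of over 20% in size; some results filed as inactive show a strong effect at the top dose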
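20 mM phosphate pH 7.0 + 0.01% (detergent screen) or 0.0001% Triton X-100; 5.3 nM AmpC reagent; cpd preinc 15 min RT; nitrocefin (800 uM stock) to start; A480 q20 s × 4 min; Activity was normalised to no-enzyme and no-compound control wells.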
Tb PYK inh: qHTS of Trypanosoma Brucei Inhibitors. pyruvate kinase (Trypanosoma brucei), Q57TT1. TbPYK enzyme, Kinase-Glo Plus ATP luminescence, 45 min. Potency, µM (series often up to 76.8 µM), for inactives: top-dose activity, negative = inhibition, actives largely listed as inhibitors. 410,000 compounds, 0.12% hits. AID 624173, 2012; also: potency is read from the fitted curve at half-maximal effect; nearly all actives have a fitted effect of over 50% in size
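Luminescence from Kinase-Glo Plus, added after a 45-minute room-temperature reaction, served as the end-point read-out. The enzyme and substrate were preincubated with compound before ADP (130 uM final) initiated turnover. Concentration-effect curves came from normalized qHTS data.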
HCV inh: qHTS Assay for Inhibitors of Hepatitis C Virus (HCV) | 340,000 compounds, 3.4% hits | Huh7.5.1 HCVcc-Cre infection, luciferase reporter, 44 h | Potency, µM (series often up to 41.8 µM), for the others: at the highest dose activity change, negative = inhibition, most hits filed as inhibitors; also: potency is read from the fitted curve at half-maximal effect
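Cells seeded at 1,000/well and cultured 4 h, then compounds added followed by HCVcc-Cre virus (~0.5 moi). After 44 h further culture, luciferase substrate was added, plates held 15 min at room temperature, and luminescence read for 15 sec.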
Starred values were filed as active, the others as inactive; ? = inconclusive; . = not tested or not shown; [ ] = another dose, or the depositor's remark. Unless noted, calls follow the shape of the dose curve; as a rule, active = well fitted curve in the direction sought with a large enough effect; inconclusive = small, poorly fitted or top-dose-only effect, or another doubt; inactive = no such curve, though single readings can be large; an effect the other way counts as inactive or inconclusive. Unless noted, % is scaled to controls: 0 for no effect and ±100 for the full control effect.

| entry | SMILES | AMA1 RON2 block | AmpC detergent | HCMV inh | LmPK inhibitor | AmpC inh no detg | Tb PYK inh | HCV inh |
| --- | --- | --- | --- | --- | --- | --- | --- | --- |
| 1 | Cc1ccc(OC(C)C(=O)N2CCN(CCc3ccncc3)CC2)cc1C (stereo unspecified) | . | -4% | 9 | . | . | 1% | . |
| 2 | COc1ccc(C(=O)O)cc1S(=O)(=O)N(C)CCc1ccccn1 | -9% | -4% | 45 | 5% | 1% | 4% | ? |
| 3 | O=C(Cn1cnc2ccccc21)N/N=C/c1cccc([N+](=O)[O-])c1 | 15% | 2% | -36 | -2% | -3% | -4% | 1% |
| 4 | COCCNc1ncnc2c1ncn2[C@H]1CN(Cc2ccccc2)C[C@@H](CO)O1 | 3% | . | -5 | . | . | -8% | . |
| 5 | C/C(=N/NC(=O)c1ccc(Br)s1)c1cccnc1 | 33%[activator] | ? | -18 | 5% | -28% | 1% | ? |
| 6 | O=C(Nc1ccccc1)Oc1ccccc1N1CCOCC1 | 2% | 8% | 8 | 4% | -13% | -1% | 7% |
| 7 | COC(=O)c1cc(OC)c(OC)c(OC)c1N | -15% | -3% | 28 | 2% | -13% | -8% | 15% |
| 8 | CCC(C)NC(=O)c1nn(Cc2ccccc2)c(=O)c2ccccc12 (stereo unspecified) | -11% | ? | -25 | 8% | 2% | 2% | -3% |
| 9 | COCC(C)NC(=O)c1noc2c1CCc1cc(OC)ccc1-2 (stereo unspecified) | 9% | -13% | 75 | -23% | -1% | -7% | -19% |
| 10 | COc1ccc(CNC(=O)c2sc3nc4c(c(C(F)(F)F)c3c2N)CCC4)cc1 | . | -7% | . | 5% | -22% | . | 12% |
| 11 | Cc1nnc(SCc2cccc3ccccc23)s1 | 21% | -5% | -1 | 4% | -6% | 4% | -69% |
| 12 | COc1ccc(NC(=O)CN2C(=O)NC3(CCCCC3C)C2=O)cc1S(=O)(=O)N1CCOCC1 (stereo unspecified) | -30% | . | ? | . | -22% | 1% | 12% |
| 13 | COc1cc(OC)cc(C(=O)NCC(=O)OCc2cc(=O)oc3cc(OC)ccc23)c1 | -7% | 9% | -1 | 6% | -18% | -11% | -9% |
| 14 | Cc1cc(C)c2c(N)c(C(=O)N3CCCCCC3)sc2n1 | 0% | -6% | 33 | 26% | -20% | ? | 16% |
| 15 | CCOC(=O)c1c(NC(=O)c2ccc(S(=O)(=O)N(CC(C)C)CC(C)C)cc2)sc2c1CCN(C(=O)OCC)C2 | . | 7% | -20 | . | . | -14% | . |
| 16 | Cn1c(SCC(=O)N2CCCC2)nnc1-c1cnccn1 | 5% | -5% | 0 | 3% | -9% | 1% | -2% |
| 17 | COc1ccc(N/C=C/C(=O)c2ccc(C)cc2)c([N+](=O)[O-])c1 | -4% | . | 31 | . | . | 2% | 11% |
| 18 | COc1ccc(N2CCN(C(=O)COc3ccc4c(C)cc(=O)oc4c3C)CC2)cc1 | -5% | -10% | -25 | 4% | -10% | -7% | -4% |
| 19 | COc1ccc(-c2noc(N3CCC(C(=O)N(C)c4cc(Cl)ccc4OC)CC3)n2)cc1 | . | 1% | -13 | . | . | 0% | . |
| 20 | Cc1cc2cc(CNC(=O)c3ccc(S(=O)(=O)N4CCOCC4)cc3)ccc2n1C | -5% | ? | -8 | -3% | 31% | 2% | -6% |
| 21 | COc1ccc(C(CNC(=O)c2ccc(-n3cnnn3)cc2)N2CCOCC2)cc1 (stereo unspecified) | 3% | -15% | 22 | 4% | -5% | -4% | 1% |
| 22 | CC(=O)c1cccc(NC(=O)CN2C(=O)C(=O)N(Cc3ccco3)C2=O)c1 | -11% | ? | -13 | . | -29% | 0% | 3% |
| 23 | Cc1cc(/C=C(/C#N)c2nc3ccccc3[nH]2)c(C)n1-c1cccc([N+](=O)[O-])c1 | -24% | -6% | -11 | 11% | -8% | 1% | ? |
| 24 | NC(=O)CSc1nnc(-c2ccc([N+](=O)[O-])cc2)o1 | 13% | 0% | 20 | -5% | -10% | 1% | 17% |
| 25 | CSCCC(NC(=O)c1ccccc1Br)C(=O)NNC(=O)C1COc2ccccc2O1 (stereo unspecified) | 75%[activator] | . | -28 | . | . | 1% | -19% |
| 26 | Cc1ccc(C)c(N2CCN(C(=O)Cc3cn(C)c4ccccc34)CC2)c1 | ? | -2% | 17 | 0% | 39% | -14% | ? |
| 27 | Cc1cccc(Nc2c(F)c(F)c(F)c(F)c2C(=O)O)c1 | -1% | 3% | -18 | 12% | -27% | -8% | 19% |
| 28 | COc1ccc2c(c1OC)C(=O)N(c1ccc(F)cc1)C2 | 8% | 1% | 125 | -4% | -13% | 7% | 13% |
| 29 | N#CCc1nc2ccc(S(=O)(=O)N3CCOCC3)cc2s1 | 21% | -3% | -17 | 1% | -5% | -4% | ? |
| 30 | COC(=O)C1=C(C)N(c2cccc(OC)c2)C(=O)/C1=C\c1ccco1 | ? | ? | -26 | -2% | -35% | 11% | ? |
| 31 | COc1cc(NC(=O)COC(=O)c2cc(S(=O)(=O)N3CCOCC3)ccc2F)cc(OC)c1 | -4% | . | -69* | . | 14% | 2% | -6% |
| 32 | O=S1(=O)CCC(NC(=S)Nc2ccccc2)C1 (stereo unspecified) | 12% | 0% | 85 | 1% | -13% | 1% | 13% |
| 33 | CCCNC(=S)NNC(=O)c1cc(C2CC2)nc2ccccc12 | 141%[activator] | -3% | . | -7% | -34% | -6% | -6% |
| 34 | Cc1cccc(C)c1NC(=O)C1(C)c2cccc[n+]2CC(=O)N1Cc1cccs1 (stereo unspecified) | 22% | 0% | -23 | 2% | -2% | -3% | 3% |
| 35 | O=C(CSc1nc(C(F)(F)F)cc(=O)[nH]1)NCc1ccc2c(c1)OCO2 | 0% | 0% | 4 | . | -15% | -2% | 9% |
| 36 | CCCn1nnnc1SCC(=O)NCc1cccs1 | 17% | -9% | -7 | 5% | -11% | 6% | 17% |
| 37 | CCOc1ccc(-c2ncncc2-c2ccc(OC)cc2)c(O)c1 | -2% | ? | ? | 4% | -6% | -5% | 5% |
| 38 | O=c1[nH]c2cc([N+](=O)[O-])ccc2c2ccccc12 | 26% | . | -12 | . | . | -7% | -16% |
| 39 | O=C1CN(C(=O)c2ccccc2[N+](=O)[O-])C(c2ccccc2)c2cc(Br)ccc2N1 (stereo unspecified) | -3% | -14% | -28 | 1% | -11% | -3% | ? |
| 40 | CC(=O)N(c1ccc2oc(=O)sc2c1)S(=O)(=O)c1ccccc1 | -15% | -6% | -9 | 3% | -59% | ? | -10% |

In another format: results already given
(26) Cc1ccc(C)c(N2CCN(C(=O)Cc3cn(C)c4ccccc34)CC2)c1
  AMA1 RON2 block = ?	AmpC detergent = -2%	HCMV inh = 17	LmPK inhibitor = 0%	AmpC inh no detg = 39%	Tb PYK inh = -14%	HCV inh = ?

(38) O=c1[nH]c2cc([N+](=O)[O-])ccc2c2ccccc12
  AMA1 RON2 block = 26%	AmpC detergent = .	HCMV inh = -12	LmPK inhibitor = .	AmpC inh no detg = .	Tb PYK inh = -7%	HCV inh = -16%

(28) COc1ccc2c(c1OC)C(=O)N(c1ccc(F)cc1)C2
  AMA1 RON2 block = 8%	AmpC detergent = 1%	HCMV inh = 125	LmPK inhibitor = -4%	AmpC inh no detg = -13%	Tb PYK inh = 7%	HCV inh = 13%

Given as labelled records: part of the list above.
24) NC(=O)CSc1nnc(-c2ccc([N+](=O)[O-])cc2)o1
  AMA1 RON2 block: 13%; AmpC detergent: 0%; HCMV inh: 20; LmPK inhibitor: -5%; AmpC inh no detg: -10%; Tb PYK inh: 1%; HCV inh: 17%

25) CSCCC(NC(=O)c1ccccc1Br)C(=O)NNC(=O)C1COc2ccccc2O1 (stereo unspecified)
  AMA1 RON2 block: 75%[activator]; AmpC detergent: .; HCMV inh: -28; LmPK inhibitor: .; AmpC inh no detg: .; Tb PYK inh: 1%; HCV inh: -19%

26) Cc1ccc(C)c(N2CCN(C(=O)Cc3cn(C)c4ccccc34)CC2)c1
  AMA1 RON2 block: ?; AmpC detergent: -2%; HCMV inh: 17; LmPK inhibitor: 0%; AmpC inh no detg: 39%; Tb PYK inh: -14%; HCV inh: ?

27) Cc1cccc(Nc2c(F)c(F)c(F)c(F)c2C(=O)O)c1
  AMA1 RON2 block: -1%; AmpC detergent: 3%; HCMV inh: -18; LmPK inhibitor: 12%; AmpC inh no detg: -27%; Tb PYK inh: -8%; HCV inh: 19%

(list continues)
| entry | SMILES | AMA1 RON2 block | AmpC detergent | HCMV inh | LmPK inhibitor | AmpC inh no detg | Tb PYK inh | HCV inh |
| --- | --- | --- | --- | --- | --- | --- | --- | --- |
| 41 | CCC(C)Nc1nnc(SCC(=O)c2c(N)n(C3CC3)c(=O)[nH]c2=O)s1 (stereo unspecified) | -9% | . | 22 | . | -13% | 6% | -4% |
| 42 | COC(=O)C1=C(CS(=O)(=O)c2ccc(Cl)cc2)NC(=O)NC1c1ccc(O)c(OC)c1 (stereo unspecified) | -10% | -13% | -33 | -11% | -25% | 1% | 23% |
| 43 | Cc1ccc(CCNC(=O)C2CC(c3ccccc3[N+](=O)[O-])=NO2)cc1 (stereo unspecified) | 4% | -10% | -7 | 0% | 80%[activator] | 6% | 6% |
| 44 | Cn1cc(CNCc2ccc(-n3cccn3)cc2)c(-c2ccccc2F)n1 | -12% | 2% | -14 | -1% | 7% | -4% | ? |
| 45 | CCOc1ccc(CCNC(=O)Cn2nc(-c3ccc(C)cc3)ccc2=O)cc1OCC | . | -6% | ? | . | . | -5% | . |
| 46 | Cn1c(=O)n(CCc2ccccc2)c(=O)c2c1nc1n2CCN1Cc1ccco1 | -13% | -3% | 34 | 2% | 77%[activator] | 5% | ? |
| 47 | CC(C)CN1CCN(Cc2ccc(Oc3ncccn3)cc2)CC1CCO (stereo unspecified) | 19% | 4% | -10 | -3% | -14% | -9% | -10% |
| 48 | COc1ccccc1C(=O)Nc1cccc(SC)c1 | 1% | 6% | 26 | 0% | -29% | -1% | 2% |
| 49 | C=CCNC(=S)N1CCC(C(=O)c2ccc(OC)cc2)CC1 | 7% | ? | 0 | -1% | -33% | -12% | -11% |
| 50 | Cc1cc(-c2sccc2Br)nc(-n2cccc2)n1 | -5% | -1% | 4 | 0% | -43% | 9% | 13µM* |
| 51 | CC(Cl)C(=O)Nc1ccccc1C#N (stereo unspecified) | -3% | -6% | -26 | 0% | -13% | -6% | 20% |
